Screening results (PubChem BioAssay)
KCNH2 3.1 block – KCNH2 3.1 (human) potassium channel inhibition | U2OS KCNH2 3.1, thallium flux FluxOr; active compounds read low | activity change, % (tested at about 1.8 µM) | 340,000 compounds, 0.95% hits | AID 720553;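 active = maximum activity change below -70%; inconclusive = maximum activity change from -70% to -50%; inactive = maximum activity change above -50%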;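 note: thallium influx rate constant from kinetic fluorescence after stimulation buffer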
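Thallium flux read-out: FluxOr dye with Red40 quencher in HBSS/HEPES, 45 min at RT. Rate constants from kinetic reads were normalized to positive and negative DMSO controls. Cells: U2OS virally expressing the 3.1 isoform.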
uPA generation – cell surface uPA generation inhibition; Potency, µM (top dose mostly 38.3 µM), without a hit: top-dose activity change, negative = inhibition, most hits filed as inhibitors; AID 540303; cell surface uPA generation assay, qHTS; 330,000 compounds, 0.31% hits; active = well fitted inhibition curve with a large enough effect; inconclusive = small, poorly fitted or top-dose-only effect; inactive = no such curve, though single readings can be large or run the other way; tested in mouse RAW 264.7 cells; note: potency is the fitted concentration of half-maximal effect; nearly all actives have a fitted effect of over 55% in size
B2AR arrestin – agonists driving beta-arrestin recruitment to human beta2-adrenergic receptor; beta-arrestin recruitment to beta2AR, cell-based reporter; Potency, µM (highest dose often 46.1 µM), for inactives: at the highest dose activation, usual class: activators; 330,000 compounds, 0.02% hits; AID 492947;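 note: potency is the fitted concentration of half-maximal effect; 0% = DMSO controls and full agonism = EC100 isoproterenol or metaproterenol; nearly all actives have a fitted effect of over 65% in size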
GALK inhibitor – blocks human galactokinase activity | Purified GALK, Kinase-Glo residual ATP luminescence | Potency, µM (series often up to 57.5 µM), for the others: at the highest dose activity change, negative = inhibition, hits mostly inhibitors | 270,000 compounds, 0.007% hits; note: potency is the fitted concentration of half-maximal effect
Target sequence (P51570 whole entry, looked up): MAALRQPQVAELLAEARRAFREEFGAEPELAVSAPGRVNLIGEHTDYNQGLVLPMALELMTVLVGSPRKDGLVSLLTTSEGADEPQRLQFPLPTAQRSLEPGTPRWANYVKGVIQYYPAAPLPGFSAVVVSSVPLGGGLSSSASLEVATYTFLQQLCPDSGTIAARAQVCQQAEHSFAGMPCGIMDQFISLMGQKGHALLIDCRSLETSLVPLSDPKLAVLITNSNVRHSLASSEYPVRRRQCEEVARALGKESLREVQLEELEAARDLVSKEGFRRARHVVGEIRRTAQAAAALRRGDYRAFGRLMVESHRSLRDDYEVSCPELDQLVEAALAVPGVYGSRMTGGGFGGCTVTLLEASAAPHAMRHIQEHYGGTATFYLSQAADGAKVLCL
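5 nM enzyme, 35 uM ATP, 100 uM galactose, 20 mM HEPES pH8.0, 5 mM MgCl2; 1 h RT; residual ATP by Kinase-Glo Plus luminescence, qHTS format.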
Eya2 inh – inhibitors of human Eya2 phosphatase activity; O00167; recombinant Eya2, OMFP fluorescence dephosphorylation (OMFP is methylfluorescein phosphate); Potency, µM (highest dose often 76.9 µM), inactives show at the highest dose activity, negative = inhibition, usual class: inhibitors; 330,000 compounds, 0.006% hits; note: potency is the fitted concentration of half-maximal effect
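Eya2 protein (added as 0.2 uM solution) was preincubated with compound for 10 min at ambient temperature in 50 mM HEPES pH 7.5, 50 mM NaCl, 5 uM MgCl2, 0.05% BSA, 1 mM DTT. OMFP (added at 50 uM) then reacted 10 min; fluorescence read at 485/525 nm.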
Chronic BCR inh – chronic active BCR signaling inhibition. ABC-DLBCL IkBa-CBG/CBR reporter, luminescence ratio, 4 h. Potency, µM (doses to about 46.1 µM), for the others: at the top dose ratio change, negative = lower green/red ratio, most hits filed as inhibitors. 340,000 compounds, 0.05% hits. AID 493014; active = well fitted inhibition curve with a large enough effect in the signal ratio, with a control signal flat, not every such curve was filed as active; inconclusive = small, poorly fitted or top-dose-only effect, or effect the other way, or a change in a side signal; the % refers to the signal ratio;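 note: potency is the fitted concentration of half-maximal effect; plate controls were basal doxycycline-induced cells for no effect and cells given 10 µM MG132 for full effect; MG132 reads +100%, hits lower the ratio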
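TMD8 ABC-DLBCL cells carrying doxycycline-inducible green luciferase fused to IkappaBalpha plus unfused red luciferase were exposed to compounds (up to 46 uM) for 4 hrs at 37C. Activity came from the overlap-corrected green/red luminescence ratio.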
hERG WT inh – inhibitors of human wildtype KCNH2 potassium channel. U2OS, BacMam KCNH2, thallium flux FluxOr; active compounds read low. activity change, % at 1.84 µM. 340,000 compounds, 0.37% hits;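 active = maximum activity change below -70%; inconclusive = maximum activity change between -70% and -50%; inactive = maximum activity change above -50%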
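U2OS cells were transduced with wild-type KCNH2 virus (2.03 x 10^8 / mL) for 4 h at room temperature, then cultured overnight at 37 C. Thallium flux was read with FluxOr dye. Rate constants were normalized to DMSO controls.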
PKM2 activator – increases activity of human pyruvate kinase M2. P14618. purified PKM2, Kinase-Glo ATP luminescence, activation; response scale: 0% is enzyme alone, no compound. Potency, µM (titrated, usually from 57.5 µM), for the others: top-dose activation, usual class: activators. 260,000 compounds, 0.34% hits. AID 1631; note: potency is the fitted concentration of half-maximal effect; nearly all actives have a fitted effect of over 55% in size
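hPK-M2, >95% pure; 0.1 mM ADP / 0.5 mM PEP final; imidazole pH7.2 buffer w/ 7 mM MgCl2, 50 mM KCl; 1 h RT; Kinase-Glo lum. Intermediate enzyme activity for dual inhibitor/activator qHTS.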
Giardia kill – kills Giardia lamblia; activity change, % at 7.66 µM, hits read low; 340,000 compounds, 0.15% hits; AID 540267; Giardia lamblia trophozoite viability; in the data active = activity change below about -80%; inconclusive = between about -30% and that limit;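 note: parasites exposed to compound for two days anaerobically before the ATP read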
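ATP-content bioluminescence gauges trophozoite survival. Cells (100/well) receive compound and incubate anaerobically for 48 hrs at 37 deg C; detection reagent follows for 15-30 min at room temperature.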
USP2a block – USP2a (human) protease inhibition; AID 463254; Potency, µM (series often up to 38.3 µM), for inactives: at the top dose activity change, negative = inhibition, hits mostly inhibitors; USP2 core, Ub-CHOP2 coupled fluorogenic reporter, 485/531; 330,000 compounds, 0.01% hits; O75604;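 note: potency is the fitted concentration of half-maximal effect; plate controls were DMSO wells for no effect and full inhibition by NEM control for full effect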
Target sequence (O75604 whole entry, looked up): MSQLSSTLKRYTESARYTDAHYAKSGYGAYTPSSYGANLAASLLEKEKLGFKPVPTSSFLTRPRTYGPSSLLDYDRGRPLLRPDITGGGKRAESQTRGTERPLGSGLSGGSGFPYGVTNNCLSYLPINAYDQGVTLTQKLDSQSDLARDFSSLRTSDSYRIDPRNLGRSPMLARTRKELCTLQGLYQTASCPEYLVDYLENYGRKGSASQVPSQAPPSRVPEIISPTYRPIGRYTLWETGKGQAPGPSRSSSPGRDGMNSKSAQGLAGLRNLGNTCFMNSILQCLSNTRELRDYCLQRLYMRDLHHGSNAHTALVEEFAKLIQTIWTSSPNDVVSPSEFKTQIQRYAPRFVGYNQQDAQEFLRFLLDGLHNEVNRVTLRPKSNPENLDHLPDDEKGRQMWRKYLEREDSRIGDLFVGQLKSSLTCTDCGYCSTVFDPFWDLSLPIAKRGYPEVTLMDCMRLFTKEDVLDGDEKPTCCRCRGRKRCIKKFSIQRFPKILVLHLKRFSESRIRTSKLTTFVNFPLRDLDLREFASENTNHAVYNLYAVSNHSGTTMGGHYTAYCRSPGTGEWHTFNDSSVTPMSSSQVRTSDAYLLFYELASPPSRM
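Cell-free coupled assay: 10nM USP2 core preincubated 30min RT with compound in Tris-HCl pH 8.0/CaCl2/CHAPS buffer, then 25nM Ub-CHOP2 and 25nM reporter substrate; fluorescence (Ex 485/Em 531) read after 60min RT, normalized to NEM inhibition, concentration-response curves fitted.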
Coupling enz – coupling enzyme interference in Giardia aldolase counter-screen; coupling enzyme system counterscreen, AmpLite Red fluorescence; 290,000 compounds, 0.67% hits; AID 2472; activity change, negative = inhibition, % at 58.2 µM, hits read low; in the data active = activity change below about -30%
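Fluorescence at 525 nm excitation and 598 nm emission measured inhibition of the coupled detection system without aldolase. Compounds (at 57.5 uM final) were preincubated 10 min at room temperature with coupling enzyme reagent before a 20 min substrate/AmpLite Red step.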
Starred values were filed as active, the others as inactive; u = inconclusive; x = no result given; & = joins results of further samples; [ ] = another dose, or the depositor's remark. Unless noted, calls come from the whole dose curve; as a rule, active = well fitted curve in the direction sought with a large enough effect; inconclusive = small, poorly fitted or top-dose-only effect, or another doubt; inactive = no such curve, though single readings can be large; an effect the other way counts as inactive or inconclusive. Unless noted, % is set by controls: 0 for no effect and ±100 for the full control effect.

Every second line gives: PKM2 activator	hERG WT inh	Giardia kill	Coupling enz	USP2a block	Chronic BCR inh	Eya2 inh	uPA generation	B2AR arrestin	KCNH2 3.1 block	GALK inhibitor
1) Cc1ccc(-c2nn(CC(=O)N3CCOCC3)c(=O)c3ccccc23)cc1S(=O)(=O)N(C)C
  0.6%	12.7	1.0	-0.1	2.0%	-4.5%	12.5%	-5.6%	4.8%	-9.3	9.5%
2) Cc1ccc(NC(=O)c2ccc3snnc3c2)cc1
  12.7%	8.4	14.6	-4.0	5.5%	13.3%	3.1%	-3.9%	-1.5%	-2.2	0.6%
3) CC(=O)c1cc2c(cc1NS(=O)(=O)c1ccccc1C)OCO2
  -23.3%	x	x	-0.4	0.1%	6.2%	-3.4%	x	0.0%	x	-1.3%
4) Cc1ccc(S(=O)(=O)n2cc(-c3ccccc3)c3ccccc32)cc1
  x	-16.7	2.4	x	2.3%	u	11.5%	1.12µM*	0.1%	-2.5	x
5) Cc1sc(NC(=O)C(C)C)c(C(=O)Nc2ccccc2)c1C
  -4.2%	8.3	-5.8	-0.2	3.9%	7.2%	-5.1%	-1.1%	0.4%	3.0	x
6) CCOc1ccc(NC(=O)CNC(=O)c2cccs2)cc1
  -6.8%	5.7	35.1[activator]	-1.0	0.4%	-1.7%	-3.4%	13.1%	-0.5%	-4.4	0.2%
7) COc1ccc(N2CCN(C(=O)CSc3nnc4n3C(C)(C)Cc3ccccc3-4)CC2)cc1
  -4.8%	0.4	1.8	-4.2	-0.9%	7.6%	-13.8%	x	u	-29.4	0.0%
8) COc1cc(C2C(C#N)=C(N)N(Nc3ccccc3)C3=C2C(=O)CC(C)(C)C3)ccc1OCc1cccc(F)c1 (stereo not given)
  2.7%	2.8	3.8	-4.7	3.8%	u	-3.1%	5.9%	-1.4%	1.7	-5.3%
9) Cc1ccc(S(=O)(=O)C2(C(=O)Nc3cccc(F)c3)CC2)cc1
  -0.5%	-10.3	6.6	0.9	-0.4%	9.0%	1.9%	4.3%	-0.3%	-2.7	0.6%
10) CCn1nnnc1NCc1ccc(OCc2ccc(F)cc2Cl)c(OC)c1
  3.0%	2.8	3.8	-0.7	-4.9%	-0.9%	-5.3%	0.3%	0.1%	-0.1	-1.5%
11) COc1ccc(/C=C/C(=O)NCCSCc2ccco2)cc1OC
  3.3%	2.9	0.1	5.5	6.2%	-11.9%	u	-7.4%	-1.0%	-6.8	1.0%
12) O=C(c1ccc(N2CCOCC2)c([N+](=O)[O-])c1)N1CCN(Cc2ccccc2)CC1
  x	12.8	8.1	1.6	1.1%	-3.0%	10.6%	-0.6%	-0.4%	9.9	9.1%
13) CC(=O)C[C@@H](O)CC(=O)[C@@H]1OC(=O)CC/C=C\Cc2ccccc21
  x	x	-14.8	x	-1.6%	1.6%	-16.9%	0.6%	0.1%	x	x
14) COc1cc(CC(=O)Nc2nc(C)cs2)cc(OC)c1OC
  10.6%	-15.3	-2.1	0.0	1.2%	0.9%	-0.5%	-1.1%	0.1%	9.1	-0.9%
15) CCOc1ccc(OCC)c(-c2c(=O)n(OCc3ccccc3Br)c3ccccc3[n+]2[O-])c1
  0.5%	16.3	11.7	-1.4	-0.2%	u	0.1%	x	6.2%	-2.5	-0.4%
16) Cc1cc(-n2ccnc2)n2c(nc3ccccc32)c1C#N
  4.2%	14.6	-4.9	3.9	1.6%	24.2%	8.7%	-6.7%	-0.2%	1.7	0.6%
17) Cc1ccc(C(=O)NCC(=O)OCC(=O)NC(C)c2ccccc2)s1 (stereo not given)
  -6.1%	-0.5	9.6	1.5	1.3%	3.5%	-8.7%	5.0%	0.4%	40.5	12.1%
18) O=C(CSCCN1C(=O)c2ccccc2C1=O)Nc1ccc2ccccc2c1
  3.1%	5.7	2.9	1.5	-1.6%	-18.7%	-1.7%	4.0%	0.2%	-29.1	-2.3%
19) COc1cc(NC(=O)COC(=O)/C=C/c2ccc(O)c(OC)c2)cc(OC)c1
  2.3%	-0.1	-9.7	5.4	0.4%	-12.0%	-9.6%	-5.6%	0.3%	-2.8	-1.1%
20) COc1ccc(N2CCN(C(=O)CCNS(=O)(=O)c3ccccc3)CC2)cc1
  -4.9%	0.3	-7.4	-0.3	0.0%	3.3%	u	-0.3%	-0.3%	3.0	-0.5%
21) Cc1cc(CN(C)C(=O)c2ccc(OC3CCN(Cc4ccccn4)CC3)cc2)on1
  x	9.7	5.7	x	0.5%	-0.7%	-7.7%	u	0.1%	9.5	3.7%
22) O=C(Nc1nccs1)c1ccc(COc2ccccc2Br)o1
  2.2%	11.6	1.9	-0.2	4.1%	u	12.5%	u	0.3%	-4.0	0.4%
23) Cc1ccc(C(=O)CSc2nnc3c4ccccc4nc(Cc4ccccc4)n23)cc1
  -7.0%	-0.3	-10.9	3.5	1.7%	5.0%	-2.7%	1.5%	0.4%	17.6	0.3%
24) O=C(COC(=O)c1cccc(Br)c1)Nc1cccc2c1C(=O)c1ccccc1C2=O
  -0.2%	3.1	1.0	2.8	1.6%	6.4%	1.9%	1.7%	0.5%	3.8	-0.3%
25) Cc1cccc(OCC(=O)OC2CCN(C)CC2)c1
  6.2%	-0.7	12.9	2.5	-1.2%	2.0%	0.1%	4.1%	0.2%	-9.2	0.1%
26) C#CCCOC(=O)N1C2=NC(C(=O)OC)=C(C(=O)OC)[C@@H]3N(C)c4ccccc4[C@]23C[C@H]1C(=O)OC
  15.3%[11.5 µM]	7.0	-8.5	0.4&2.3	0.0%	-11.1%	-3.7%	u	0.3%	13.9	4.2%
27) Cc1cc(C)c(-c2noc(C(=O)OC(C)(C)C)c2C(=O)OC(C)(C)C)c(C)c1
  -7.4%	-6.3	-10.9	-5.7	-0.1%	8.2%	10.0%	-2.6%	0.2%	-6.6	x
28) Cc1cc(OCC(F)(F)C(F)(F)C(F)(F)C(F)(F)C(F)(F)C(F)F)nc(N)n1
  -4.0%	-1.0	7.9	-7.1	1.4%	-17.8%	-18.2%	7.3%	-0.7%	-1.1	0.8%
29) CCSCCOC(=O)C1=C(C)NC2=C(C(=O)CCC2)C1c1coc2ccccc2c1=O (stereo not given)
  2.2%	-14.7	3.4	0.4	-0.9%	-8.2%	-11.2%	-6.0%	0.0%	-14.0	-0.8%
30) CCCCc1ccc(-c2ccc(Br)cc2)nc1
  -4.9%	-1.9	-0.6	-0.8	6.2%	u	1.7%	11.9%	-0.2%	4.2	0.6%
31) CC(NC=O)c1nc2ccccc2n1CCc1ccccc1 (stereo not given)
  -4.8%	4.1	-12.9	-5.2	2.3%	10.3%	-16.6%	-18.6%	-2.0%	-9.7	-3.6%
32) C#CCO[C@@H]1C[C@H](n2ccc(NC(=O)c3ccccc3)nc2=O)O[C@@H]1CO
  -2.5%	-4.4	-12.0	7.1	-0.8%	0.3%	-12.2%	6.9%	-0.6%	17.9	1.8%
33) c1ccc(Nc2ccccn2)nc1
  -3.7%	-0.8	0.9	-0.5	11.5%	u	-4.2%	0.3%	-1.0%	3.3	4.4%
34) CCOc1ccc(C(=O)NN2CCOCC2)cc1
  -0.7%	-5.9	-11.7	0.6	-0.8%	-3.8%	15.8%	-21.0%	1.0%	24.7	0.4%
35) Cc1cc(SCC(=O)N/N=C/c2ccc(O)c(O)c2O)c(C)cc1Br
  13.3%	0.7	-3.8	-31.8*	-22.0%	12.2%	-9.9%	-6.7%	0.1%	2.9	-0.2%
36) CCCC(=O)NC(C)c1nc2ccccc2n1C(C)C (stereo not given)
  0.7%	16.7	-3.5	4.1	-0.6%	-1.3%	5.3%	4.7%	-1.9%	-16.7	1.3%
37) Cc1noc(C)c1-c1csc(N2CCC(C(N)=O)CC2)n1
  x	x	6.5	x	-0.9%&2.0%	u	4.0%&-18.6%	3.1%	-0.1%&-0.9%	x	x
38) O=C(Nc1c(-c2ccccc2)nc2ccccn12)c1cccs1
  -4.4%	-4.4	12.6	-0.3	4.1%	-2.0%	0.2%	5.4%	-0.7%	19.1	0.0%
39) COCCn1c(C)cc(C2=NNC(=Nc3ccc(F)cc3)SC2)c1C
  9.2%	5.5	-13.7	-4.9	-10.6%	7.0%	-2.9%	11.0%	0.2%	9.9	0.1%
40) CCOC(=O)C1CCCN(c2cc(=O)n(-c3ccccc3Cl)c(=O)[nH]2)C1 (stereo not given)
  -9.5%	-0.9	-6.1	1.6	1.5%	12.1%	-2.5%	u	-0.1%	0.0	2.6%
41) CCOC(=O)C1=C(C)NC(=O)C(C(N)=O)C12CCCCC2 (stereo not given)
  -5.8%	4.2	4.1	-2.2	1.1%	0.2%	-5.5%	4.8%	0.3%	-15.8	0.0%
42) CC(=O)Nc1ccc(NC(=O)CSc2nc3ccccc3nc2N2CCC(C)CC2)cc1
  2.0%	-4.6	16.2	4.3	-0.8%	11.6%	-10.1%	5.4%	0.1%	6.4	-4.2%
